CAL PDZ FP = blocks peptide binding to the human CAL PDZ domain; purified CAL PDZ, TMR-peptide fluorescence polarization, 1 h; inhibition, % at 24.9 µM; hit rate 0.92% among 300,000;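 active = mean inhibition of at least 30% with at least half of replicates also reaching 30%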;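 also: 0% = DMSO neutral control and 100% = excess unlabeled competitor peptide PRC23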
OPRM1-OPRD1 inv = inverse agonist of human OPRM1-OPRD1 heterodimerization. inhibition, % at 9.3 µM. AID 504357. hit rate 0.21% among 340,000. cell-based MOR-DOR heterodimer luminescence, inverse agonism. P35372+P41143; in the data active = inhibition above about 22%, passing the limit was not always enough;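 also: 0% = cells with DMSO and 100% = wells without cells with DMSO; values of inactives mirror those of a sister screen read the other way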
Target sequence (P35372 whole entry, looked up): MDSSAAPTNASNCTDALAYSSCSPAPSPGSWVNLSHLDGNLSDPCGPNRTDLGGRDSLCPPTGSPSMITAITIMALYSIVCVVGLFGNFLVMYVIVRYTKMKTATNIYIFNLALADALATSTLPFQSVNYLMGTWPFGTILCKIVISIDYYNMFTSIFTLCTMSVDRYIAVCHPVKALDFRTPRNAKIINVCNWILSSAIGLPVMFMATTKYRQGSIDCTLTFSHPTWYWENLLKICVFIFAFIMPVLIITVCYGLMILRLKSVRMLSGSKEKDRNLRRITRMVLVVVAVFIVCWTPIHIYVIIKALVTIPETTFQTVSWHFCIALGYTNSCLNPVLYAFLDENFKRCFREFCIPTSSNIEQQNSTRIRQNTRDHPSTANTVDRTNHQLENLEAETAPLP
Target sequence (P41143 whole entry, looked up): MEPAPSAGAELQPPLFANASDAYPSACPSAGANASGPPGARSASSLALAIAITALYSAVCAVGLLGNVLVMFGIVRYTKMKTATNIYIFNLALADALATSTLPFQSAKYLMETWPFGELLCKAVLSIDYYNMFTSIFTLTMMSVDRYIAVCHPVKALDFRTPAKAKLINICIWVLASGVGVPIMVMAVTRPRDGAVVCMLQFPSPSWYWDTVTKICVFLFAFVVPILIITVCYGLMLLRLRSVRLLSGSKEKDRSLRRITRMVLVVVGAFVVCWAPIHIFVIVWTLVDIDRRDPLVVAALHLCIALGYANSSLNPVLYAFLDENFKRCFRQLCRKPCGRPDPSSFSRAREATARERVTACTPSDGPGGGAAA
V-ATPase pHluor = regulators of yeast V-ATPase proton transport; S. cerevisiae, pHLuorin cytosolic pH fluorescence; AID 504577; hit rate 0.37% among 350,000; response, % at 10 µM; in the data active = response mostly above about 7.3%, no sharp cut-off; inactive = mostly below about 5.4%; also: actives read high; inactives centre near 0; some compounds called inactive have numbers as strong as hits; reference of the scale not given here
LANA DNA inh = KSHV C-LANA DNA binding inhibition. MBP-C-LANA/FAM-LBS DNA binding, fluorescence polarization. inhibition, % at 9 µM. hit rate 0.078% among 340,000;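 active = highest replicate inhibition at or above 60% at 9 µM, even if other replicates fall short; inactive = all replicates below 60% inhibition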;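 also: 0% = neutral control wells and 100% = 4 µM acridine orange control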
HTR5A inv ctr = inverse agonist of human HTR5A in OPRM1-OPRD1 counter-screen; P47898; inhibition, % at 9.3 µM; hit rate 0.083% among 340,000; HTR5A cell line, luminescence, inverse agonism; in the data active = inhibition mostly above about 23%, no sharp cut-off; inactive = mostly below about 18%;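 also: 0% = cells with DMSO and 100% = no-cell wells with DMSO; some compounds called inactive have numbers as strong as hits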
MOR-DOR ag = agonists of human mu-delta opioid receptor heterodimerization | cells, OPRM1-OPRD1 heterodimerization, luminescence | activation, % at 9.3 µM | hit rate 0.3% among 340,000; in the data active = activation above about 18%;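 also: 0% = vehicle-treated cells and 100% = reference agonist; values of inactives mirror those of a sister screen read the other way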
RTF Ca sens inh = cardiac RTF calcium desensitization | P19429+P45379 | AID 493244 | IANBD-labeled cardiac RTF, Ca2+ fluorescence | inhibition, % at 7.15 µM | hit rate 0.12% among 340,000;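 active = inhibition above the mean inhibition of all tested compounds plus 3 SD, cut at about 17% in these data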;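 also: assay run at fixed EC70 calcium of 1.6 mM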
Keap1 Nrf2 FP = inhibitors of human Keap1-Nrf2 protein-protein interaction; inhibition, % at 9.4 µM; hit rate 0.15% among 340,000; Q14145; AID 504523; Keap1 Kelch-Nrf2 peptide fluorescence polarization, 1536-well; in the data active = inhibition above about 12%;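 also: human Keap1 Kelch domain with fluorescein labeled Nrf2 9mer peptide probe; 0% = neutral control wells and 100% = peptide positive control; higher means more block of Keap1 binding to Nrf2 peptide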
cardiac RTF act = increases calcium sensitivity of human cardiac regulated thin filaments | hit rate 0.24% among 340,000 | P19429+P45379 | activation, % at 7.2 µM | IANBD-labeled TnC RTF fluorescence at EC20 calcium; 0% EC20 calcium, 100% full calcium;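 active = activation above the mean over all tested compounds plus 3 SD, cut at about 30% in these data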;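 also: rise in fluorescence read as greater calcium sensitivity of cardiac thin filaments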
HTR5A ag = HTR5A agonism, opioid heterodimer counter-screen. P47898. HTR5A agonist assay, luminescence, cell-based. activation, % at 9.3 µM. hit rate 0.61% among 340,000. AID 504692; in the data active = activation mostly above about 9.5%, no sharp cut-off; inactive = mostly below about 7.6%;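 also: 0% = cells with vehicle only and 100% = reference agonist; strong numbers were not always called active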
* hit, by the source's call; nt = not tested or not shown.

Screens by letter – A = CAL PDZ FP; B = OPRM1-OPRD1 inv; C = V-ATPase pHluor; D = LANA DNA inh; E = HTR5A inv ctr; F = MOR-DOR ag; G = RTF Ca sens inh; H = Keap1 Nrf2 FP; I = cardiac RTF act; J = HTR5A ag
CCCCCn1c(=O)c(C(=O)Nc2ccccc2N)c(O)c2ccccc21
  A = 0.8; B = 9.9; C = -2.9; D = 2.2; E = 6.8; F = -2.0; G = 2.4; H = -0.4; I = -12.7; J = -2.0

CCN1CCC2(CC1)NC(CO)(CO)CO2
  A = -4.2; B = 6.0; C = -1.0; D = -0.5; E = 9.4; F = -1.0; G = 3.0; H = 1.3; I = -2.8; J = -0.5

O=C(c1cccs1)c1cn(Cc2ccccc2Cl)c2ccccc12
  A = -2.8; B = -12.2; C = 3.6; D = 0.9; E = 5.2; F = 2.4; G = -0.1; H = -3.7; I = -1.0; J = 5.1

O=c1c(C=Nc2cccnc2Cl)c(O)n(CCCCl)c(=O)n1C1CCCCC1
  A = -5.1; B = 17.4; C = 1.3; D = -1.5; E = 16.6; F = -3.5; G = -29.6; H = -61.4; I = 14.0; J = 2.9

O=C(Nc1ccccc1)OC1CN=C(N[N+](=O)[O-])NC1 (stereo not given)
  A = nt; B = 7.0; C = 7.3; D = 0.4; E = -3.4; F = -1.4; G = -6.4; H = -6.1; I = 13.3; J = 1.3

COc1ccc(CNCCc2c(C)[nH]c3ccc(OC(F)(F)F)cc23)c(OC)c1
  A = -1.6; B = -23.4; C = 1.6; D = -1.7; E = 1.1; F = 5.2; G = -7.7; H = -4.4; I = 0.7; J = -0.3

c1ccc(-c2nnc(C3CC(c4cccnc4)=NO3)o2)cc1 (stereo not given)
  A = 5.4; B = 18.2; C = 3.6; D = -2.2; E = -48.1; F = -4.0; G = 10.1; H = -6.7; I = 2.3; J = 3.5

O=C(CCCn1c(=O)[nH]c2cc(Cl)ccc2c1=O)N1CCC2(CC1)OCCO2
  A = -0.3; B = 12.3; C = 2.3; D = 0.5; E = -4.8; F = -2.2; G = 10.1; H = 1.4; I = -1.2; J = -0.5

NC(Cc1ccccc1)Cc1ccccc1
  A = 5.2; B = 3.5; C = -6.4; D = -0.4; E = -10.4; F = -0.7; G = -3.9; H = 2.7; I = 15.3; J = -5.0

CC(C)N1CC=C(c2c[nH]c3ccccc23)CC1
  A = -4.0; B = -6.4; C = 1.0; D = -2.6; E = 0.0; F = 1.2; G = 5.3; H = -4.2; I = 1.4; J = 0.0

CCC(=NCCc1ccccc1)c1c(O)[nH]c(=O)[nH]c1=O
  A = -5.0; B = 10.0; C = -1.2; D = -0.7; E = 7.6; F = -2.0; G = 0.3; H = 6.2; I = -7.8; J = -4.2

C#CCOCOCC#CCN(CC)CC
  A = -4.1; B = 4.0; C = -0.9; D = -0.3; E = -2.9; F = -1.0; G = -9.9; H = 2.2; I = 0.0; J = 2.6

CC(C)NS(=O)(=O)c1ccc(OCC(=O)N2CCN(Cc3ccccc3)CC2)c(Cl)c1
  A = -1.2; B = 6.1; C = -2.1; D = 0.9; E = -36.9; F = -1.4; G = 0.6; H = -0.1; I = -0.7; J = -1.8

O=C(c1ccccc1)C1CCCN(Cc2nc(-c3cnccn3)no2)C1 (stereo not given)
  A = 0.1; B = 9.6; C = 0.5; D = -2.2; E = -12.2; F = -2.1; G = 0.0; H = -0.5; I = -4.1; J = 4.4

CCOc1ccc2nc(N=Nc3c(O)[nH]c(=S)[nH]c3=O)sc2c1
  A = 2.9; B = 32.2*; C = 0.9; D = 1.2; E = 37.6; F = -6.6; G = 3.9; H = 2.1; I = -5.2; J = -0.8

COc1ccc(C(=O)N2C[C@H]3C[C@@H](C2)c2cccc(=O)n2C3)cc1OC
  A = -0.5; B = 15.4; C = -3.9; D = -1.1; E = -1.7; F = -3.0; G = 1.1; H = -3.5; I = 4.7; J = -1.3

Cc1ccc(-n2c(O)c(C=NCCCn3ccnc3)c(=O)[nH]c2=O)cc1
  A = 72.9*; B = 15.4; C = 1.1; D = -0.7; E = -12.1; F = -2.9; G = 3.8; H = -3.2; I = -0.2; J = 1.5

COC(=O)C1=C(c2cc3ccccc3o2)C[C@@H]2CC[C@H]1N2C(=O)N1CCCCC1
  A = -2.6; B = 2.1; C = -2.3; D = 0.6; E = -19.1; F = -0.4; G = -5.6; H = -3.8; I = 3.6; J = 6.0

Cc1ccccc1N1C(=O)NC(=O)/C(=C\c2ccc3c(c2)CCCN3Cc2ccccc2)C1=O
  A = 0.4; B = 6.2; C = 0.1; D = 1.1; E = 14.3; F = -1.4; G = -28.6; H = -10.8; I = 3.5; J = -4.5

CCC1(CC)C(=O)NC(=O)N(CCc2ccccn2)C1=O
  A = -2.8; B = 8.9; C = 1.1; D = -0.9; E = 12.8; F = -1.7; G = 0.9; H = -2.1; I = -0.8; J = -3.3

CC(c1ccccc1)n1cncc1C(=O)O (stereo not given)
  A = -0.5; B = 11.5; C = -1.2; D = -0.7; E = 0.7; F = -2.0; G = -11.8; H = -0.2; I = 0.7; J = -1.1

O=c1[nH]c(=S)n(C2CC2)c(O)c1/C=N/N1CCOCC1
  A = nt; B = 16.4; C = 0.2; D = 0.0; E = -5.0; F = -3.1; G = -36.2; H = -0.3; I = 0.1; J = 2.0

Fc1cccc(CN2CCN(c3ccc(Cl)cc3)CC2)c1
  A = -4.3; B = -16.1; C = 3.8; D = 0.0; E = 3.1; F = 3.6; G = -6.1; H = -4.5; I = 5.1; J = -0.8

Nc1ccc2c(c1)Cc1ccccc1-2
  A = -3.9; B = 9.5; C = -6.0; D = 0.4; E = -11.4; F = -1.9; G = -7.4; H = -0.9; I = -8.1; J = 3.4

CN1C(=O)C(=Cc2ccc(OCCN(C)c3ccccn3)cc2)C(=O)N(C)C1=O
  A = -3.1; B = 10.3; C = -0.8; D = -1.1; E = 18.6; F = -2.0; G = -9.8; H = -7.8; I = 5.2; J = -2.9

COC(=O)C1=C(c2ccc(OCc3ccccc3)cc2)C[C@@H]2CC[C@H]1N2C(=O)NCc1ccccc1
  A = -2.8; B = 5.0; C = -5.9; D = 3.3; E = 7.3; F = -0.9; G = -21.9; H = -1.1; I = -10.0; J = 2.8

C=CCN1C(=O)/C(=C/c2cccs2)C(=O)NC1=S
  A = -3.0; B = 11.7; C = 7.5; D = -3.2; E = 5.3; F = -2.3; G = 7.0; H = 3.7; I = 6.9; J = -1.5

COc1ccccc1-n1c(-c2ccccc2)nc2ccccc2c1=O
  A = 0.0; B = -0.7; C = -0.3; D = -0.3; E = 1.5; F = 0.1; G = -0.7; H = -1.5; I = -3.4; J = -0.4

CCN1CCc2ccccc2C1
  A = -4.8; B = 17.9; C = -1.9; D = 0.8; E = 12.1; F = -3.4; G = -2.5; H = -2.1; I = -4.2; J = -2.1

CC12CCC(=O)C=C1CCC1C2CCC2(C)C(O)CCC12 (stereo not given)
  A = -2.0; B = 3.6; C = 1.6; D = 1.5; E = 7.1; F = -0.7; G = -3.1; H = -4.3; I = 9.1; J = 0.4

O=c1[nH]c(=O)n(Cc2ccc(F)cc2)c(O)c1C=NCc1cccnc1
  A = -2.3; B = 6.8; C = 0.2; D = 0.8; E = 1.3; F = -1.2; G = 9.1; H = -3.3; I = -2.2; J = 0.3

CCCCCC1(C(C)C)C(=O)NC(=S)NC1=O
  A = -8.5; B = 12.7; C = 0.3; D = -0.1; E = -3.2; F = -2.9; G = 0.5; H = -0.4; I = -6.4; J = 0.8

COc1cc2c3c(c1OC)Oc1ccc(cc1)C[C@H]1c4c(cc(OC)c(OC)c4Oc4ccc(cc4)C[C@@H]3N(C)CC2)CCN1C
  A = -2.9; B = -4.6; C = 4.3; D = 1.2; E = -28.1; F = 0.8; G = -9.2; H = -4.1; I = -0.2; J = -1.9

CC1CN=C(Nc2ccc(F)c(Cl)c2)S1 (stereo not given)
  A = 54.2*; B = 5.8; C = 0.8; D = -0.6; E = -28.3; F = -1.2; G = -2.7; H = -0.6; I = 5.2; J = 10.9

O=C(Cn1c2c(c(-c3ccccc3Cl)cc1=O)CCC2)N1CCC2(CC1)OCCO2
  A = -2.4; B = 8.6; C = -3.2; D = 0.5; E = 16.6; F = -1.6; G = 4.5; H = -3.1; I = -0.7; J = -5.9

CC(C)(C)c1cc(C=C(C#N)C#N)cc(C(C)(C)C)c1O
  A = -1.7; B = -24.1; C = 3.9; D = -2.7; E = -93.1; F = 4.4; G = 8.6; H = 5.4; I = 2.0; J = 6.7

Clc1cccc(CNCCc2c[nH]c3ccccc23)c1
  A = -2.4; B = -12.2; C = 0.1; D = -1.9; E = -14.3; F = 2.7; G = 0.8; H = 2.2; I = 3.9; J = 4.0

O=c1c(C=NCc2cccs2)c(O)n(C2CCCCC2)c(=O)n1C1CCCCC1
  A = 3.5; B = 11.5; C = 0.1; D = -2.8; E = -8.1; F = -1.9; G = 0.6; H = 1.3; I = -2.6; J = -4.2

COc1ccc(OC)c(NC(=O)N2C[C@H]3C[C@@H](C2)c2cccc(=O)n2C3)c1
  A = -0.7; B = 5.5; C = -0.4; D = -1.0; E = 12.4; F = -1.1; G = -3.8; H = 0.1; I = -1.6; J = -0.6

O=c1[nH]c(O)c(C=Nc2ccc(Cl)c(C(F)(F)F)c2)c(=O)[nH]1
  A = -2.1; B = 15.4; C = -1.8; D = 1.0; E = 6.0; F = -3.1; G = -2.5; H = -1.6; I = 2.2; J = -1.6

CCOC(=O)c1cnc(N2CC2)nc1N
  A = -0.3; B = 3.9; C = 1.7; D = -0.7; E = -5.2; F = -0.8; G = -10.7; H = 6.1; I = 10.8; J = 1.3

CCCNc1oc(-c2cccc3ccccc23)nc1C#N
  A = -2.7; B = -0.3; C = -3.6; D = -0.4; E = 5.3; F = 0.1; G = -3.2; H = -2.9; I = 7.0; J = -2.9

C/C(=N\NC(=O)c1ccccc1)c1c(O)n(C2CCCCC2)c(=O)[nH]c1=O
  A = -3.4; B = -8.9; C = 6.4; D = -0.4; E = 12.9; F = 1.7; G = -13.2; H = -5.6; I = 3.2; J = -3.2

COc1cc2[nH]c(=S)n(-c3ccccc3)c(=O)c2cc1OC
  A = 5.7; B = -1.6; C = -1.2; D = -1.5; E = 13.0; F = 0.2; G = -6.7; H = -1.8; I = -2.7; J = -4.9

CN(C)P(=O)(C(Cl)=C(N1CCCCC1)N1CCCCC1)N(C)C
  A = -1.0; B = -11.5; C = -0.8; D = -0.3; E = -0.4; F = 1.8; G = -1.5; H = -5.3; I = 1.5; J = 0.2

CCN(CC)CCN=C(C)c1c(O)n(-c2ccccc2OC)c(=O)[nH]c1=O
  A = 4.6; B = 5.7; C = -4.0; D = -0.1; E = -25.1; F = -1.0; G = -9.1; H = -6.4; I = 0.7; J = -0.6

Cc1cc(OCC(=O)N2CCC(C(=O)O)(c3ccccc3)CC2)c2c(C)c(C)c(=O)oc2c1
  A = -6.2; B = 3.9; C = 10.3*; D = 0.2; E = 23.0; F = -0.8; G = -7.1; H = 4.9; I = -2.7; J = -3.5

Single values from above:
`CCCCCn1c(=O)c(C(=O)Nc2ccccc2N)c(O)c2ccccc21` | HTR5A inv ctr = 6.8
`c1ccc(-c2nnc(C3CC(c4cccnc4)=NO3)o2)cc1` (stereo not given) | cardiac RTF act = 2.3

This is a subset; rates above refer to the full screens.
